Bioassay records (PubChem BioAssay)
Vif-APOBEC3F blk: Vif-A3F binding inhibition; HeLa A3F-eYFP + Vif (tagged APOBEC3F with the HIV-1 protein that degrades it), YFP fluorescence increase; Potency, µM (titrated, usually from 46.1 µM), without a hit: at the highest dose activity, negative = active; 390,000 tested, 0.2% active; AID 602313; further: potency means the concentration at half of the fitted maximal effect; % of control where 0% means no effect; nearly all actives have a fitted effect of over 65% in size
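HeLa cells stably expressing Vif plus C-terminally eYFP-tagged A3F were seeded, incubated overnight at 37 deg C, dosed with compound, incubated overnight again at 37 deg C. Yellow fluorescence (Ex 488/Em 500-530) reported blocked Vif-mediated A3F-eYFP degradation.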
Glioma ERSR ind: inducers of ER stress response in human glioma cells. U87-MG GRP78 promoter luciferase reporter, 16 h. Potency, µM, for inactives: top-dose activation, most hits filed as activators. 420,000 tested, 0.02% active; further: potency means the concentration at half of the fitted maximal effect; series mostly up to about 76 µM; % of control where 0% means no effect; nearly all actives have a fitted effect of over 35% in size
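ERSR induction read as luciferase luminescence (Bright-Glo, 10 min at room temperature) in stably transfected human U87-MG glioma cells exposed to compounds for 16 h, using GRP78 as sensor.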
D2 potentiator: D2 dopamine receptor (human) potentiation. HEK293 T-REx D2, calcium flux, EC20 dopamine potentiation. potentiation, % at 10 µM. 340,000 tested, 0.34% active. AID 485347;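 active means potentiation over 3 SD above the plate norm, cut at about 30% in these data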; further: 0% is about no effect
Target sequence (P14416 whole entry, looked up): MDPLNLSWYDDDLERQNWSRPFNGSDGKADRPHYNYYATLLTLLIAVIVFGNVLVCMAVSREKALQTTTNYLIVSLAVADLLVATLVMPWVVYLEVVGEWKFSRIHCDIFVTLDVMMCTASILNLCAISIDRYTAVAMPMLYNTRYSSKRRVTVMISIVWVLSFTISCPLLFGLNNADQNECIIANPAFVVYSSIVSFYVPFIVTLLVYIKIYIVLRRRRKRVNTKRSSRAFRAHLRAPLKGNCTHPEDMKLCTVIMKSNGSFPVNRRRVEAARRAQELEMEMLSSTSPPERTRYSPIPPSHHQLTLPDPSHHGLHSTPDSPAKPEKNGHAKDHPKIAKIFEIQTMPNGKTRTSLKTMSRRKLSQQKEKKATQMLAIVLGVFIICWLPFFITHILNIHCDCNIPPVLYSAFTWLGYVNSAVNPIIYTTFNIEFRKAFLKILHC
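Tetracycline-induced HEK293 T-REx cells force-coupled to calcium signalling expressed D2; compounds were pin-added after a 10 s baseline, read kinetically 180 s, then an EC20 dopamine challenge followed with a further 180 s calcium read.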
D1 potentiator: enhances dopamine response at the human D1 receptor. P21728. HEK293 TREx D1 cells, calcium flux, dopamine EC20 potentiation. potentiation, % at 10 µM. 360,000 tested, 0.036% active. AID 504651; in the data active means potentiation above about 30%; further: 0% is about no effect
D1 ag: activates the human D1 dopamine receptor; HEK293 T-REx D1 cells, calcium flux, agonist mode; activation, % at 2 µM; 360,000 tested, 1% active; in the data active means activation above about 30%; further: 0% is about no effect
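Tetracycline-induced HEK293 TREx D1 cells, force-coupled to calcium signalling, were dye-loaded with a no-wash calcium kit. Compound was pin-added after a 10 s baseline. Fluorescence was read kinetically at 1 cycle/s for 180 s, with calcium rises flagged as agonism.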
RXFP1 ag: agonists of human relaxin receptor RXFP1; Q9HBX9; HEK293T-RXFP1 cAMP TR-FRET, 30 min; response scale: percent of porcine relaxin response, buffer zero; Potency, µM (titrated, usually from 57.5 µM), for inactives: at the highest dose activation, actives largely listed as activators; 370,000 tested, 0.3% active; further: potency means the concentration at half of the fitted maximal effect; on the % scale 0 is the no-effect control and ±100 the full control effect; nearly all actives have a fitted effect of over 60% in size; many of its hits are not listed in these tables
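HEK293T cells stably expressing RXFP1 were pretreated with the PDE4 inhibitor Ro 20174, exposed to compounds for 30 min at 37C, lysed, and cAMP was read by TR-FRET. Data normalized to buffer (basal) and 29 nM porcine relaxin (100%).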
LDHA inh: LDHA (human) enzyme inhibition; P00338; purified LDHA, NADH/diaphorase-resazurin fluorescence; stronger effect = lower value; activity change, % (values are at about 110 or 230 µM); AID 1347041; 480,000 tested, 0.15% active; in the data active means activity change below about -30%; inconclusive means mostly about -25% to -30%;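 further: plate controls were DMSO wells for no effect and wells without enzyme for full effect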
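Human LDH5 at 2 nM final in Tris HCl pH 7.4 with 0.06 mM NADH and 0.2 mM pyruvate, reacted 5 minutes at room temperature. Remaining NADH coupled via diaphorase/resazurin; resorufin fluorescence read at 0 and 20 minutes, normalized to enzyme-free and DMSO wells.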
Vif-A3G inh: Vif-A3G binding inhibition. AID 602310. Q9HC16. 410,000 tested, 0.076% active. Potency, µM (series often up to 46.1 µM), inactives show top-dose activity, negative = active, most hits filed as inhibitors. HeLa A3G-eYFP + Vif (tagged APOBEC3G with the HIV-1 protein that degrades it), YFP fluorescence, overnight;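 further: potency means the concentration at half of the fitted maximal effect; on the % scale 0 is the no-effect control and ±100 the full control effect; nearly all actives have a fitted effect of over 60% in size; hits raise eYFP signal because A3G escapes Vif-driven loss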
Target sequence (Q9HC16 whole entry, looked up): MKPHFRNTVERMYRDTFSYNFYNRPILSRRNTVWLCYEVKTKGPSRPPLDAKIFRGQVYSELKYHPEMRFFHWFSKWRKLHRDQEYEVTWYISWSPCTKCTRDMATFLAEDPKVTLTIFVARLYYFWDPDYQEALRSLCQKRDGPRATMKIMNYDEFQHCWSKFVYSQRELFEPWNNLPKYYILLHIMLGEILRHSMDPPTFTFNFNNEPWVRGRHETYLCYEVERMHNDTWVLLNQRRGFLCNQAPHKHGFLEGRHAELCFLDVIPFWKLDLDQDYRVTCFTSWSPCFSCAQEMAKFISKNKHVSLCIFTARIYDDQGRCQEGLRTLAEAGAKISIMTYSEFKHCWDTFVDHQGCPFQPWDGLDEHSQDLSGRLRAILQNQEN
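HeLa cells stably expressing Vif and C-terminally eYFP-tagged A3G, seeded overnight at 37 deg C, then exposed to compound by pintool overnight at 37 deg C. Rise in yellow fluorescence (Ex 488/Em 500-530, Acumen) marks blocked Vif-driven A3G degradation.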
D1 antagonist: blocks dopamine activation of the human D1 receptor. P21728. HEK293 TREx D1 cells, calcium flux, dopamine EC80; stronger effect = lower value. activity change, negative = inhibition, % at 10 µM. 360,000 tested, 3.2% active; in the data active means activity change below about -30%; further: on the % scale 0 is the no-effect control and ±100 the full control effect
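Tetracycline-induced HEK293 Trex D1 cells, force-coupled to calcium, dye-loaded; compounds added and read 180 s, then EC80 dopamine added and calcium flux tracked kinetically another 180 s.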
Starred values were filed as active, the others as inactive; ? = inconclusive; · = no result given; & = joins results of further samples. Unless noted, the call rests on the fitted dose curve; in most records, active means well fitted curve in the direction sought with a large enough effect; inconclusive means small, poorly fitted or top-dose-only effect, or another doubt; inactive means no such curve, though single readings can be large; an effect the other way counts as inactive or inconclusive. This is a subset; count on the stated rates, not on these rows.

Results follow in this order: Vif-APOBEC3F blk | Glioma ERSR ind | D2 potentiator | D1 potentiator | D1 ag | RXFP1 ag | LDHA inh | Vif-A3G inh | D1 antagonist
#1 O=C(N/N=C/C1CC=CCC1)c1cc(Br)ccc1O (centres undefined)
→ -6.7% | 0.4% | 8.1 | -9.2 | 15.6 | 0.2% | -2.0 | -2.6% | -21.6
#2 CCOc1cc(/C=C(/C#N)c2ccc(F)cc2)ccc1OCc1ccc(C(=O)O)o1
→ 1.1% | ? | 9.4 | -0.5 | 3.3 | 4.4% | -5.8 | 4.7% | 8.8
#3 Cc1ccccc1C(=O)O/N=C(\c1ccccc1)c1ccccn1
→ 0.3% | -3.4% | -23.6 | -1.6 | 4.2 | 4.1% | -0.4 | 0.7% | 12.9
#4 O=C(NC(=S)Nc1ccc(F)c(Cl)c1)C1CC1
→ -18.9% | 4.0% | -4.1 | 1.8 | 6.4 | 6.1% | -8.6 | -0.3% | 13.6
#5 CCC(=O)Nc1ccccc1C(=O)N1CCCC1
→ -2.0% | -3.2% | -0.9 | 0.2 | 2.4 | -1.2% | 0.0 | 2.4% | 16.7
#6 CCCCCCn1c(N)c(C#N)c2ccc([N+](=O)[O-])cc2c1=O
→ -0.2% | -5.5% | -0.2 | 1.4 | 8.5 | 0.2% | -2.9 | 1.3% | -6.7
#7 CCOC(=O)c1c(C)oc2ccc(N(C(=O)c3ccncc3)S(=O)(=O)c3ccc(F)cc3C)cc12
→ -6.1% | -2.6% | -3.4 | -3.1 | 2.9 | 0.6% | 1.8 | -1.6% | 2.0
#8 CCOc1ccc(NC(=O)C(C)SC(N)=O)cc1 (centres undefined)
→ 3.6% | -4.7% | -8.0 | 6.9 | 7.5 | 0.0% | -1.1 | -9.7% | 3.0
#9 O=C(CSc1ccccc1)NCc1ccc2c(c1)CCN2C(=O)c1ccccc1
→ 5.3% | -2.5% | 3.2 | 0.1 | 3.2 | 0.6% | -6.0 | 0.2% | 14.0
#10 Cc1ccc(NC(=O)COC(=O)CCc2c(C)nc3ncnn3c2C)cc1
→ 0.1% | -1.4% | · | · | · | · | -11.0 | -0.4% | ·
#11 O=C(CC1(O)C(=O)N(CCc2ccccc2)c2ccccc21)c1ccco1 (centres undefined)
→ -1.6% | -1.2% | -4.4 | -2.1 | 3.1 | -1.0% | -0.8 | -18.2% | 11.7
#12 COc1ccc(/C=C/C(=O)Nc2cc(F)ccc2C)cc1S(=O)(=O)N1CCOCC1
→ -17.1% | -0.5% | 6.3 | 0.6 | -0.5 | 0.3% | -2.8 | 0.0% | 0.6
#13 COc1ccccc1Nc1ccc(NC(=O)c2cccc([N+](=O)[O-])c2C)cc1
→ -0.3% | 1.6% | 5.3 | -6.0 | 0.4 | -1.8% | -3.9 | -1.4% | -14.3
#14 COc1ncccc1-c1nnn(-c2ccc(Cl)nc2)n1
→ 1.2% | 1.0% | 10.8 | 1.5 | -1.7 | 0.3% | 1.3 | -4.8% | -9.5
#15 COCC1CCN(Cc2cn[nH]c2-c2cc3ccccc3o2)C1 (centres undefined)
→ -3.4% | -2.0% | -5.6 | -0.6 | 3.6 | -0.9% | -11.0 | 0.2% | 17.9
#16 Cc1noc(C)c1S(=O)(=O)N(C)C[C@H]1Oc2ccc(NC(=O)CCC(F)(F)F)cc2C(=O)N([C@H](C)CO)C[C@@H]1C
→ 1.8% | -4.1% | · | · | · | · | -2.0 | 1.4% | ·
#17 COc1ccc(CCNC(=O)C2CCN(Cc3nc(-c4ccccc4C)oc3C)CC2)cc1OC
→ -3.1% | -2.6% | -8.6 | -6.5 | 37.5* | 0.7% | 3.2 | -2.6% | -40.1*
#18 COc1cc(C(=O)NNC(=O)C2CC2)cc(OC)c1OC
→ 9.9% | -6.4% | 7.4 | -2.6 | 5.6 | -0.4% | -4.3 | 2.2% | -7.4
#19 CC(=O)Nc1ccc(S(=O)(=O)NC2(C(F)(F)F)C(=O)Nc3c2c(=O)[nH]c(=O)n3-c2cccc(Cl)c2)cc1 (centres undefined)
→ 4.6% | -2.5% | 14.1 | -1.6 | -0.3 | -1.2% | -6.1 | 4.6% | 3.9
#20 COc1ccc(OC)c(S(=O)(=O)Nc2cc3c4c(c2)CCN4C(=O)CC3)c1
→ -7.3% | -2.2% | 8.8 | -5.5 | 2.1 | 1.7% | -0.9 | -1.8% | 3.7
#21 Cc1ccc(NC(=O)Nc2cccnc2)cc1Cl
→ -5.9% | 3.0% | 3.6 | -12.5 | 8.9 | -0.6% | -11.1 | -1.7% | -10.7
#22 Cc1cc(=O)[nH]c(SCC(=O)NC2CCCCC2)n1
→ 0.1% | -0.1% | 4.1 | 1.0 | 3.5 | 2.7% | -18.0 | 0.6% | 0.9
#23 O=c1[nH]cnc2c1C(c1ccccc1[N+](=O)[O-])c1c(nc[nH]c1=O)O2
→ 7.9% | -2.9% | 9.6 | -2.6 | -0.9 | -0.5% | 0.5 | -0.7% | ·
#24 Cc1cc(C)nc(N/C(=N\S(=O)(=O)Cc2ccccc2)Nc2ccccc2Br)n1
→ 7.6% | -0.5% | 1.4 | 4.0 | 2.6 | 2.9% | -4.2 | -1.6% | 6.2
#25 CCCNC(=S)N1CCC(NC(=O)Nc2ccc(C)cc2)CC1
→ 0.1% | -4.8% | -3.4 | -1.8 | -0.8 | -4.6% | -6.9 | -1.0% | 15.3
#26 COC(=O)c1c(C)oc(C)c1S(=O)(=O)NCc1cccs1
→ 0.8% | -0.9% | 2.0 | -2.6 | -0.1 | -0.9% | -0.4 | 1.7% | 4.9
#27 Cn1nnc(NC(=O)COc2ccc(C3CCCCC3)cc2)n1
→ -19.9% | 2.4% | 5.5 | -3.0 | 6.2 | 1.5% | -2.8&3.4 | 0.7% | -12.5
#28 CC(C)CCNC(=O)CN(C(=O)CCC(=O)Nc1nccs1)c1ccc2c(c1)OCCO2
→ -27.7% | -7.9% | -4.6 | 2.7 | 3.7 | 2.2% | -4.9 | -6.4% | -2.1
#29 CCCCN1CC(c2nc3ccccc3n2CCCCOc2cccc(C)c2C)CC1=O (centres undefined)
→ -4.8% | -4.1% | 1.7 | -1.1 | 1.1 | 0.0% | -0.7 | 0.2% | -4.9
#30 COc1cc(/C=N/Nc2nc3ccccc3o2)cc(OC)c1O
→ -10.7% | 9.3% | -6.4 | -2.1 | -0.4 | -3.4% | 0.0 | -4.3% | -5.8
#31 C[C@H](CO)N1C[C@H](C)[C@@H](CN(C)C(=O)Nc2ccc(C(F)(F)F)cc2)Oc2ccc(NC(=O)Nc3ccc4c(c3)OCO4)cc2C1=O
→ 8.5% | -4.2% | · | · | · | · | -0.6 | -3.6% | ·
#32 Cc1ccccc1OCC(=O)Nc1ccccc1C(=O)OCc1cc(=O)n2ccsc2n1
→ -12.0% | -2.4% | 7.3 | 0.1 | -1.4 | ? | -1.8 | -1.0% | 11.3
#33 CCN1CCN(CCNC(=O)CSCc2nc(-c3ccc(OC)c(OC)c3)oc2C)CC1
→ 1.8% | 11.1% | 2.0 | -2.9 | 0.8 | 2.5% | -1.6 | 1.5% | -2.7
#34 Cc1cc(C)nc(N2CCC(C(=O)NNC(=O)c3ccc(Cl)cc3)CC2)n1
→ -6.1% | -0.6% | 2.2 | -0.1 | 0.9 | 0.6% | -4.3 | 2.3% | 23.4
#35 C=C1CCN([C@H](C(=O)NCc2ccco2)C(C)C)S(=O)(=O)c2ccccc21
→ 2.6% | -2.4% | -1.2 | -6.5 | 0.2 | 0.0% | 0.1 | 2.6% | -9.9
#36 CC(=O)Cc1nsc(NC(=O)c2ccc(-c3ccc(Cl)c(C(F)(F)F)c3)o2)n1
→ 2.8% | 0.0% | 10.0 | -5.0 | 2.2 | -1.0% | -4.2 | -0.3% | -28.1
#37 C1CSC2(N1)C1CC3CC2CC(C1)C31NCCS1 (centres undefined)
→ 4.4% | -0.3% | 7.9 | -1.1 | 4.0 | 2.3% | -2.1 | 0.0% | 8.8
#38 O=C1OCC2=C1C(c1ccccc1)CC(=O)N2c1ccccc1 (centres undefined)
→ 6.7% | -2.5% | · | -0.8 | 2.8 | -1.2% | -1.8 | -3.2% | -25.2
#39 NC(=O)CC(NC(=O)Cc1cccc2ccccc12)c1ccc(NC2CCC2)c([N+](=O)[O-])c1 (centres undefined)
→ -2.0% | -3.6% | 4.6 | -3.2 | 1.8 | -0.1% | -1.1 | -16.9% | 5.0
#40 Cc1cc(/C=C2/NC(=O)NC2=O)c(C)n1-c1cccnc1
→ 5.0% | 1.0% | · | 2.0 | 1.6 | 0.4% | 0.6 | 0.5% | 2.6

Entries by screen from above:
Vif-APOBEC3F blk, nos. 23–31, in order: 7.9%, 7.6%, 0.1%, 0.8%, -19.9%, -27.7%, -4.8%, -10.7%, 8.5%

Further compounds follow.
Results follow in this order: Vif-APOBEC3F blk | Glioma ERSR ind | D2 potentiator | D1 potentiator | D1 ag | RXFP1 ag | LDHA inh | Vif-A3G inh | D1 antagonist
#41 CC(=O)c1ccc(NC(=O)c2cc3sccc3n2Cc2ccc(F)cc2)cc1
→ -2.2% | -3.1% | · | -4.5 | 4.4 | 28.4% | -0.6 | 0.6% | -21.8
#42 CCCCNC(=S)N1CCC(Cc2ccccc2)CC1
→ -2.4% | 2.7% | -3.6 | -2.7 | 7.6 | -2.1% | 0.1 | 7.7% | -27.4
#43 COc1ccccc1CNCc1cc(Br)ccc1OC
→ -0.5% | -6.2% | · | -2.8 | 37.0* | -0.6% | -22.4 | 0.3% | -1.2
#44 CC(NC(=O)C(=O)NCCC1=CCCCC1)c1ccccc1 (centres undefined)
→ -8.3% | -1.1% | 0.2 | -7.2 | 1.1 | -1.1% | -1.0 | 0.9% | -0.5
#45 CCOc1ccc(NS(=O)(=O)c2ccc(NC(=S)NC(=O)C(C)C)cc2)cc1
→ -1.5% | -1.9% | 5.8 | -4.3 | 31.9* | 0.5% | 2.0 | 1.9% | 10.1
#46 CS(=O)(=O)c1ccc(Cl)c(NC(=O)CCNC(=O)c2ccco2)c1
→ -1.1% | -2.6% | 3.0 | 0.3 | 1.5 | 1.7% | 0.6&2.9 | -4.5% | -2.9
